Assay outcomes (PubChem BioAssay)
SR-BI DiI inh – inhibitors of mouse SR-BI mediated HDL lipid uptake; ldlA[mSR-BI] CHO cells, DiI-HDL uptake fluorescence, 3 h; inhibition, % at 12.5 µM; 0.96% of 320,000 active; AID 488896;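 active = mean replicate inhibition of at least 70% and a set share of replicates each scoring 70 or more; inconclusive = meets just one of the two criteria; inactive = fails both criteria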;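 note: 0% = median of neutral control wells and 100% = median of positive control wells; values of inactives mirror those of a sister screen read the other way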
CDK5 p35 inh – CDK5/p35 (human) kinase inhibition; Q00535+Q15078; Recombinant CDK5/p35, ADP-Glo luminescence, 60 min; AID 488839; 0.01% of 330,000 active; inhibition, % at 10 µM;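 active = highest replicate inhibition of at least 50% and at least 75% of replicates reaching 50%; inconclusive = only one of the two criteria met; inactive = both criteria failed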;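 note: plate controls were DMSO neutral control for no effect and GW8510 at 10 µM for full effect; many of its hits are not listed in these tables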
Target sequence (Q00535 whole entry, looked up): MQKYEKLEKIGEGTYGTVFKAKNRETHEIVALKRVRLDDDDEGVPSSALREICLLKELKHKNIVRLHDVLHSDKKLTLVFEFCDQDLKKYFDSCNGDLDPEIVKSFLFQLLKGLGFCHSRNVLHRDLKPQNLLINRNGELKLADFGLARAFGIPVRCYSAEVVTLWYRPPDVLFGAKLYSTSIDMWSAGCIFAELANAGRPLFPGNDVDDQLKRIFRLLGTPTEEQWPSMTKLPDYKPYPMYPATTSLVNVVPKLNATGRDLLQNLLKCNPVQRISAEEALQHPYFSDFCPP
Target sequence (Q15078 whole entry, looked up): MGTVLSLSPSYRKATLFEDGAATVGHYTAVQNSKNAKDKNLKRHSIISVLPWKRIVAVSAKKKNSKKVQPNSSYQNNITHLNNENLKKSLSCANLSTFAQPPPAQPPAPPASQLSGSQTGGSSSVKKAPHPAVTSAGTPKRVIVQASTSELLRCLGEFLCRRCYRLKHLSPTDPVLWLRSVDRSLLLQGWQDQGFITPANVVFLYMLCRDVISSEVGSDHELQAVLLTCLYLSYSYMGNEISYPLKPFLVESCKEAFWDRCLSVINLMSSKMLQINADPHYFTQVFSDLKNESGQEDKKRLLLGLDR
SR-BI DiI-HDL act – SR-BI HDL lipid transfer activation; CHO ldlA[mSR-BI] cells, DiI-HDL uptake fluorescence, 3 h; 100 = double the neutral-control signal; activation, % at 12.5 µM; 0.096% of 320,000 active;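 active = mean replicate activation of at least 60% and every replicate at or above 60%; inconclusive = mean or all-replicate condition met, but not both; inactive = mean below 60% and not all replicates reaching 60%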;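 note: 0% = median plate neutral-control signal and 100% = twice that signal; values of inactives mirror those of a sister screen read the other way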
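System: LDL receptor-deficient CHO ldlA cells overexpressing murine SR-BI | Timing: 3 h uptake period with compound, 37 °C | Medium: HEPES-buffered (25 mM, pH 7.4) F12 plus 0.5% BSA | Dosing: Single-point compound dose | Signal: Bottom-read fluorescence, 550/595 nm | Read-out: Retained DiI signal reflecting DiI-HDL uptake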
Rtt109 HAT inh – C. albicans Rtt109 histone acetyltransferase inhibition; AID 540336; inhibition, % at 34.9 µM; purified Rtt109/Vps75, ThioGlo CoA-SH fluorescence, 4 h; Q5AAJ8; 0.16% of 330,000 active;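 active = inhibition of at least 50% in every replicate; inconclusive = best replicate reaches 50% inhibition but some replicates fall short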
Target sequence (Q5AAJ8 whole entry, looked up): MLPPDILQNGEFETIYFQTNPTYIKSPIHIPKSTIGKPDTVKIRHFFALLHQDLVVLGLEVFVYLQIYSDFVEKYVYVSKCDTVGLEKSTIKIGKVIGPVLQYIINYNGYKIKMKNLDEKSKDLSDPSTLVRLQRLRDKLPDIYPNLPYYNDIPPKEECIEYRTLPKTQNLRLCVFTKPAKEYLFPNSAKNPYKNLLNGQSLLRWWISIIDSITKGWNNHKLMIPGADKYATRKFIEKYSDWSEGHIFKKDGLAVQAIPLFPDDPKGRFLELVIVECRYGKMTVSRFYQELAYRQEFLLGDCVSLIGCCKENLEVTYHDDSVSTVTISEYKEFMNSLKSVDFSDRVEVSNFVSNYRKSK
PvdQ acylase – blocks Pseudomonas aeruginosa PvdQ acylase activity. purified PvdQ acylase, fluorescence plate reader. inhibition, % at 10 µM. 0.063% of 340,000 active; in the data active = inhibition above about 30%, passing the limit was not always enough; inconclusive = no clear call, values can overlap the other calls;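 note: 0% = vehicle neutral wells and 100% = reference inhibitor wells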
Wnt bcat act – Wnt/beta-catenin pathway activation | Wnt/beta-catenin reporter cell assay, activator, plate reader | activation, % at 9.35 µM | 1.2% of 300,000 active; in the data active = activation above about 30%, passing the limit was not always enough; inconclusive = no clear call, values can overlap the other calls;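 note: 0% = neutral control wells and 100% = positive control wells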
cardiac RTF act – cardiac RTF calcium sensitization; P19429+P45379; IANBD-labeled TnC RTF fluorescence at EC20 calcium; 0% EC20 calcium, 100% full calcium; activation, % at 7.2 µM; 0.24% of 340,000 active; AID 493008;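 active = activation above the mean over all tested compounds plus 3 SD, cut at about 30% in these data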;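 note: rise in fluorescence read as greater calcium sensitivity of cardiac thin filaments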
HTR5A ag ctr – HTR5A agonism, opioid heterodimer counter-screen. P47898. HTR5A agonist assay, luminescence, cell-based. activation, % at 9.3 µM. 0.61% of 340,000 active; in the data active = activation mostly above about 9.5%, no sharp cut-off; inactive = mostly below about 7.6%;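 note: 0% = cells with vehicle only and 100% = reference agonist; strong numbers were not always called active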
dFosB activator – mouse delta FosB homodimer activation; purified delta FosB, TAMRA-CDK5 oligo fluorescence polarization; percent of positive-control signal above neutral wells; activation, % at 25 µM; 0.99% of 340,000 active;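 active = mean activation above about 17%, with every replicate also reaching it, limit read from the data, passing the limit was not always enough; inconclusive = only one of the two conditions met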;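 note: fluorescence polarization rise as delta FosB binds a TAMRA Cdk5 AP-1 oligo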
MITF act – MITF TRPM1 promoter activation in melanoma cells; SK-MEL-5 TRPM1-promoter luciferase, 24 h; % of positive control, neutral wells = 0; activation, % at 12.5 µM; 0.75% of 300,000 active;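 active = mean activation of at least 80% with every replicate also reaching 80%; inconclusive = mean reaches 80% but some replicate falls short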;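 note: 0% = neutral control wells and 100% = parthenolide positive control wells; values of inactives mirror those of a sister screen read the other way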
* hit, by the source's call; ? = inconclusive; / = no result given.

SMILES | SR-BI DiI inh | CDK5 p35 inh | SR-BI DiI-HDL act | Rtt109 HAT inh | PvdQ acylase | Wnt bcat act | cardiac RTF act | HTR5A ag ctr | dFosB activator | MITF act
COc1ccc(NC(=S)NCCSc2ccc(Cl)cc2)c(OC)c1 | 23.4 | -2.9 | -23.4 | 16.0 | 4.6 | 0.6 | -1.8 | 3.6 | -4.7 | -5.8
CC1CCCCN1CCn1cnc2c([nH]c3ccccc32)c1=O (stereo unspecified) | -6.2 | -0.8 | 6.2 | -8.1 | -15.7 | 0.8 | 3.7 | -3.0 | -3.1 | -3.5
Cc1ccc(N2CC(C(=O)Nc3ccc(N(C)C)cc3)CC2=O)cc1C (stereo unspecified) | -1.8 | 1.4 | 1.8 | -1.6 | -13.6 | -4.1 | 1.3 | -0.9 | -5.9 | 1.2
COC(=O)CCCCCNC(=S)Nc1ccc2[nH]c(=O)[nH]c2c1 | -27.6 | 0.3 | 27.6 | 1.2 | -25.8 | -0.1 | 2.1 | -3.1 | -5.6 | 22.8
Cc1ccc(C)c(CN2C(=O)CSc3ccc(C(=O)NCCN4CCOCC4)cc32)c1 | / | -0.3 | / | -6.6 | -9.8 | 2.2 | -2.9 | 4.5 | -8.6 | -4.0
Cc1c(C)n(C)c2ccc(C(=O)NCCCN3CCCCC3)cc12 | 7.6 | 1.8 | -7.6 | -5.7 | -11.4 | -1.5 | -1.4 | -0.6 | 3.9 | -2.3
COc1ccc(C(=O)Cn2nnc(-c3ccc(N4CCOCC4)cc3)n2)cc1OC | 33.0 | -3.2 | -33.0 | 3.6 | -18.7 | / | 5.3 | -7.5 | 7.5 | 17.2
O=C(NNC(=O)c1ccncc1)Nc1cccc([N+](=O)[O-])c1 | -1.6 | -0.7 | 1.6 | -0.7 | -11.0 | -3.7 | 5.9 | 3.1 | -4.3 | -1.1
Cc1nn(Cc2ccc([N+](=O)[O-])cc2)c(=O)n1-c1ccc(Cl)cc1 | -2.3 | -0.2 | 2.3 | -1.7 | -24.5 | -0.6 | 8.2 | 5.1 | -13.4 | 15.4
O=C(NCc1ccco1)c1ccccc1NS(=O)(=O)c1ccc(Br)s1 | -4.6 | -2.4 | 4.6 | 0.8 | -9.9 | / | -0.9 | 2.3 | 2.2 | -2.9
COc1cccc(OC)c1OCC(O)CN1CCN(c2ccc(F)cc2)CC1 (stereo unspecified) | 13.7 | 0.3 | -13.7 | -6.2 | -13.8 | 0.1 | -0.8 | 4.2 | -0.5 | 9.9
COc1ccccc1C=NN1C(=O)CSC1=S | 4.9 | -2.8 | -4.9 | -4.8 | -17.0 | 0.3 | -1.6 | 0.7 | 1.0 | -10.4
CC1(C)Cc2c(sc(NC(=O)c3ccc(C(=O)c4ccccc4)cc3)c2C#N)C(C)(C)N1 | 2.8 | 0.3 | -2.8 | -3.6 | 6.9 | -1.3 | -4.6 | -8.2 | 6.5 | -8.8
Cc1ccccc1CCNC(=O)C1CCC(=O)N(CCc2cccc(F)c2)C1 (stereo unspecified) | 18.5 | 0.6 | -18.5 | 1.0 | -4.3 | 2.4 | -1.1 | 0.7 | -4.7 | 17.5
CCN(CC)CCCNC(=O)CSc1nc(-c2ccc(F)cc2)cc(C(F)(F)F)n1 | 85.7* | 0.7 | -85.7 | 12.3 | -2.6 | -1.1 | 2.6 | 0.2 | -5.4 | 8.2
CCOc1cc(/C=C2\N=C(SC(C)C(N)=O)N(c3ccc(OC(F)F)cc3)C2=O)ccc1O (stereo unspecified) | 28.8 | -1.5 | -28.8 | 20.5 | 0.3 | -0.9 | 17.8 | 7.3 | -20.8 | -6.0
CCOc1ccccc1Nc1nnc(SCC(=O)Nc2nc(-c3ccc(OC)cc3)cs2)s1 | 76.1* | -0.6 | -76.1 | -0.5 | 4.0 | -0.6 | 3.9 | -0.4 | -1.0 | 9.6
COCCN1C(=O)c2ccccc2C(C(=O)NCC2CCCO2)C1c1c[nH]c2ccccc12 (stereo unspecified) | 9.6 | -0.3 | -9.6 | 1.2 | -3.0 | 0.6 | -1.1 | 3.4 | -6.6 | -5.2
Cc1ccn2cc(-c3ccc(O)c(O)c3)nc2c1 | 6.9 | 10.2 | -6.9 | 1.0 | -16.4 | 26.8 | -2.7 | 0.7 | 1.1 | 0.4
C=CCSc1nnc(CC(OC)OC)n1-c1ccccc1 | 16.5 | -2.0 | -16.5 | -26.0 | -19.5 | / | -1.9 | 3.0 | -0.8 | -3.3
COc1ccccc1N1CC(C(=O)Nc2nnc(SCC(=O)NCC3CCCO3)s2)CC1=O (stereo unspecified) | -7.3 | -1.6 | 7.3 | -9.7 | -8.8 | -0.7 | -6.0 | 1.2 | -2.9 | -0.9
O=C(NCCc1ccccc1)C(=O)Nc1ccc2c(c1)OCCO2 | -8.0 | -0.7 | 8.0 | -3.6 | -12.5 | -0.8 | -0.9 | -0.2 | 2.0 | 29.5
Nc1nnc(SCC(=O)OCC(=O)Nc2ccc(Br)cc2F)s1 | 7.6 | -1.1 | -7.6 | 1.4 | 0.4 | -2.7 | -1.6 | -0.7 | 3.8 | -6.3
O=C(NCCNC(=O)c1cc(Cl)ccc1Cl)c1cnccn1 | -17.3 | -1.3 | 17.3 | -7.5 | -7.2 | -3.1 | -0.9 | 1.1 | 6.5 | 1.8

Compounds listed so far that have a nitro group on carbon, in the order listed:
SMILES | SR-BI DiI inh | CDK5 p35 inh | SR-BI DiI-HDL act | Rtt109 HAT inh | PvdQ acylase | Wnt bcat act | cardiac RTF act | HTR5A ag ctr | dFosB activator | MITF act
O=C(NNC(=O)c1ccncc1)Nc1cccc([N+](=O)[O-])c1 | -1.6 | -0.7 | 1.6 | -0.7 | -11.0 | -3.7 | 5.9 | 3.1 | -4.3 | -1.1
Cc1nn(Cc2ccc([N+](=O)[O-])cc2)c(=O)n1-c1ccc(Cl)cc1 | -2.3 | -0.2 | 2.3 | -1.7 | -24.5 | -0.6 | 8.2 | 5.1 | -13.4 | 15.4

New compounds follow
SMILES | SR-BI DiI inh | CDK5 p35 inh | SR-BI DiI-HDL act | Rtt109 HAT inh | PvdQ acylase | Wnt bcat act | cardiac RTF act | HTR5A ag ctr | dFosB activator | MITF act
C=CCOn1c(=O)c(-c2ccc(OC)cc2)[n+]([O-])c2ccccc21 | 23.7 | 1.4 | -23.7 | 3.8 | -22.6 | 10.0 | 1.8 | 10.3 | -2.6 | -6.5
NNC(=O)c1cc(C2CC2)nc2ccc(Br)cc12 | 6.5 | -0.7 | -6.5 | -3.4 | 7.2 | 1.4 | -7.8 | -1.6 | -3.6 | -3.4
COc1ccc(C)cc1NC(=O)n1ncc2c(C)cccc21 | / | 1.1 | / | -3.6 | 6.5 | 5.0 | -2.9 | 1.2 | -6.5 | 5.8
COc1ccc(CCCc2nnc(SCC(=O)Nc3cc(C)ccc3C)o2)cc1 | -14.3 | 1.6 | 14.3 | -4.5 | -10.2 | / | 4.8 | 5.5 | -12.8 | 2.5
Cc1cc(C)c(S(=O)(=O)Nc2ccc3c4c(cccc24)CC3)c(C)c1 | 30.6 | -8.5 | -30.6 | -3.3 | 1.9 | / | 4.7 | 3.6 | 3.4 | -59.3
Cc1ccc(C(=O)NCCCn2ccnc2)o1 | -9.2 | 0.1 | 9.2 | 1.6 | 6.0 | -1.5 | -7.3 | 0.7 | 2.2 | -5.3
Fc1cccc(CCN2CCNC[C@@H]2Cc2ccccc2)c1 | -12.7 | -0.4 | 12.7 | 0.2 | -9.1 | -3.1 | 7.2 | 0.7 | 1.9 | -2.3
CCOc1cccc(-c2c(C(=O)N/N=C/c3cccnc3)nnn2-c2nonc2N)c1 | -5.0 | -1.0 | 5.0 | 8.3 | 4.0 | 5.9 | -3.0 | 2.7 | -8.6 | 0.2
CNC(=O)NC(=O)CSc1nc2ccccc2n1CCOC | / | -0.6 | / | -4.5 | -0.6 | 1.0 | 8.7 | 2.8 | -0.2 | -2.6
C/C(=C\c1ccccc1)C(=O)Nc1cc(C)on1 | -6.6 | 0.0 | 6.6 | -10.4 | -10.1 | 23.5 | -1.5 | 1.9 | -3.0 | ?
COc1cc(C)c(S(=O)(=O)Nc2ccc(CC(=O)O)cc2)cc1C | -9.5 | 1.4 | 9.5 | 5.5 | -4.1 | 11.2 | 0.5 | 3.9 | 6.2 | -1.5
Cc1ccc(N2C(=O)c3ccccc3C2=O)nc1 | -32.9 | -1.9 | 32.9 | -16.0 | -1.3 | 0.1 | -0.6 | -0.8 | 0.4 | 5.8
N#CC(=C=[N-])c1nc2ccccc2nc1-[n+]1cccc(NC(=O)c2ccccc2)c1 | / | -0.4 | / | -9.7 | -7.5 | -1.6 | -2.8 | 4.1 | 1.3 | -19.0
CC1CCCC(NC(=O)CCNC(=O)c2ccccc2Cl)C1C (stereo unspecified) | 9.2 | 0.4 | -9.2 | 4.8 | 2.3 | 1.5 | -3.5 | -0.1 | -14.2 | 17.7
Cn1cccc1C(=O)OCC(=O)NC(=O)NC1CCCCC1 | -2.0 | -2.1 | 2.0 | -10.2 | -11.1 | 3.9 | 4.2 | 3.7 | -2.5 | 33.9
CCN(Cc1ccccc1)C(=O)COC(=O)CNC(=O)c1ccc(C)s1 | -21.3 | 1.6 | 21.3 | -2.8 | 0.5 | -3.3 | 6.9 | -0.6 | -3.2 | 1.0
Cc1noc(C)c1COC(=O)c1ccc2c(c1)S(=O)(=O)c1ccccc1C2=O | -15.5 | 1.4 | 15.5 | 0.3 | -9.4 | -3.5 | 14.1 | 10.0* | -1.4 | 0.2
CC1CCCN(c2ccc(C(=O)NCc3cccs3)cn2)C1 (stereo unspecified) | 17.6 | 0.7 | -17.6 | / | -13.5 | / | -1.2 | 2.6 | -7.0 | 79.3
CC(NC(=O)c1ccc(OC2CCN(S(=O)(=O)N(C)C)CC2)cc1)C1CC1 (stereo unspecified) | 6.2 | -2.5 | -6.2 | -6.1 | -12.7 | 3.1 | 6.3 | -0.7 | -6.9 | 4.0
COc1cccc(/C=C/C(=O)OCC(=O)NCCCc2ccccc2)c1OC | -6.3 | -0.4 | / | -10.7 | -8.3 | 1.5 | -2.5 | -2.8 | 6.2 | 2.8
COc1ccc(C(=O)C2CCN(C(=S)NCC3CCCO3)CC2)cc1 (stereo unspecified) | -5.4 | 0.7 | 5.4 | -11.2 | -1.7 | -1.4 | -4.2 | -2.8 | 4.1 | 1.9
CN(C)C=Nc1nc2ccccc2nc1N1CCCC1 | 4.4 | 1.0 | -4.4 | -4.0 | -10.5 | -1.4 | 4.9 | 1.7 | -8.9 | -8.4
O=C(CSc1nnnn1-c1ccccc1)Nc1ccc(N2CCOCC2)cc1 | 0.3 | 0.3 | -0.3 | 5.3 | 3.4 | -1.8 | 5.8 | 6.0 | -4.5 | 1.5
CCOC(=O)C1CCN(C(=O)c2ccc(Br)o2)CC1 | 0.2 | 0.4 | -0.2 | 2.3 | 0.0 | -2.1 | 0.4 | -1.2 | -7.8 | /
O=C(CCC(=O)Nc1ccc(F)cc1)N/N=C/c1ccc(O)cc1 | -14.7 | 1.4 | 14.7 | 3.2 | 12.0 | 1.5 | 2.5 | -2.7 | -3.8 | -7.1
